GLA spleen mod: inhibitors or activators of human alpha-galactosidase in spleen homogenate | human spleen homogenate, 4MU-alpha-Gal fluorescence, 40 min | P06280 | Potency, µM (highest dose often 80 µM), inactives show top-dose activity change, negative = inhibition, usual class: inhibitors | hit rate 0.008% among 240,000 | AID 2107;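 also: 0% = enzyme with vehicle and -100% = no enzyme basal signal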
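qHTS titration in buffer at pH 5.0. Alpha-galactosidase activity in spleen homogenate was measured via 4-methylumbelliferone release from 1 mM fluorogenic substrate after 40 min at 37C and a pH 10 stop. AC50 came from Hill fits of control-normalized data.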
Tau fluor counter: counter-screen for tau fibril formation inhibitors; Potency, µM (series often up to 57.7 µM), inactives show at the highest dose activity change, negative = decrease; hit rate 0.93% among 280,000; tau K18 P301L Alexa594 fluorescence, heparin fibrillization; also: nearly all actives have a fitted effect of over 55% in size
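Human tau K18 P301L (15 uM unlabeled, 0.24 uM Alexa 594-labeled) in 100 mM sodium acetate pH 7 with 20 uM heparin, 6 hr at 37 C. ThT 30 uM added, 1 hr ambient; Alexa 594 FP and total fluorescence read at 555/632 nm.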
ALDH1A1 block: inhibitors of human aldehyde dehydrogenase 1A1; Purified ALDH1A1, NADH fluorescence, propionaldehyde substrate; hit rate 7.3% among 220,000; Potency, µM (doses to about 75.3 µM), for inactives: at the highest dose activity, negative = inhibition, usual class: inhibitors; active = well fitted inhibition curve with a large enough effect, not every such curve was filed as active; inconclusive = small, poorly fitted or top-dose-only effect, or another doubt; inactive = no such curve, though single readings can be large or run the other way;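 also: plate controls were no enzyme wells and a reference inhibitor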
TexasRed fluor: alters Texas Red total fluorescence, flagging assay interference; AID 1479; TRb/SRC2 Texas Red total fluorescence interference; hit rate 0.29% among 280,000; Potency, µM (top dose mostly 106 µM), inactives show at the highest dose fluorescence change, negative = quenching; active = well fitted curve in either direction with a large enough effect; inconclusive = small, poorly fitted or top-dose-only effect
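Human TRβ ligand-binding domain (0.6 uM) and Texas Red SRC2 peptide (20 nM) in Tris buffer with 1 uM T3 and 5% DMSO were incubated with pinned compound for 5 hr at ambient temperature. Total fluorescence was computed as S + 2P (555/632 nm).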
Tau fibril ThT: tau fibrillization inhibition (ThT binding); recombinant tau K18 P301L, heparin-induced fibrillization, ThT fluorescence; hit rate 2.1% among 270,000; AID 1460; Potency, µM (doses to about 57.4 µM), for inactives: top-dose activity, negative = inhibition, hits mostly inhibitors; P10636; also: nearly all actives have a fitted effect of over 55% in size
Target sequence (P10636 561-689 P618L limits assumed): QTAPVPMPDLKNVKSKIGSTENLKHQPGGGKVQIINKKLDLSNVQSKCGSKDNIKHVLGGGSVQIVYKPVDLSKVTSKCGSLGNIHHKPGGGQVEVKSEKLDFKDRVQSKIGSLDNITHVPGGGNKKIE
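Fibril formation assay: tau K18 P301L at 15 uM with trace Alexa 594 label, heparin inducer 20 uM, pH 7 sodium acetate buffer, 37 C for 6 hr; endpoint ThT signal.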
TRb SRC2 PPI: inhibitors of human thyroid hormone receptor beta-SRC2 interaction. P10828. TRbeta-SRC2 peptide binding, fluorescence polarization; receptor liganded with 1 µM T3. Potency, µM (titrated, usually from 106 µM), inactives show top-dose activity change, negative = inhibition, hits mostly inhibitors. hit rate 0.065% among 280,000. AID 1469;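 also: plate controls were bound peptide for no effect and peptide without receptor for full effect; nearly all actives have a fitted effect of over 50% in size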
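Compounds were added to 0.6 uM TRb ligand-binding domain and 20 nM Texas Red-labeled SRC2 peptide in Tris buffer containing 1 uM T3, incubated 5 hr at ambient temperature, then read by fluorescence polarization.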
L3MBTL1 block: L3MBTL1 (human) inhibition | Potency, µM (series often up to 57.1 µM), without a hit: at the top dose activity, negative = inhibition, actives largely listed as inhibitors | Q9Y468 | AlphaScreen L3MBTL1–H3K9me1 peptide binding | hit rate 0.66% among 230,000; also: nearly all actives have a fitted effect of over 60% in size
Target sequence (Q9Y468 whole entry, looked up): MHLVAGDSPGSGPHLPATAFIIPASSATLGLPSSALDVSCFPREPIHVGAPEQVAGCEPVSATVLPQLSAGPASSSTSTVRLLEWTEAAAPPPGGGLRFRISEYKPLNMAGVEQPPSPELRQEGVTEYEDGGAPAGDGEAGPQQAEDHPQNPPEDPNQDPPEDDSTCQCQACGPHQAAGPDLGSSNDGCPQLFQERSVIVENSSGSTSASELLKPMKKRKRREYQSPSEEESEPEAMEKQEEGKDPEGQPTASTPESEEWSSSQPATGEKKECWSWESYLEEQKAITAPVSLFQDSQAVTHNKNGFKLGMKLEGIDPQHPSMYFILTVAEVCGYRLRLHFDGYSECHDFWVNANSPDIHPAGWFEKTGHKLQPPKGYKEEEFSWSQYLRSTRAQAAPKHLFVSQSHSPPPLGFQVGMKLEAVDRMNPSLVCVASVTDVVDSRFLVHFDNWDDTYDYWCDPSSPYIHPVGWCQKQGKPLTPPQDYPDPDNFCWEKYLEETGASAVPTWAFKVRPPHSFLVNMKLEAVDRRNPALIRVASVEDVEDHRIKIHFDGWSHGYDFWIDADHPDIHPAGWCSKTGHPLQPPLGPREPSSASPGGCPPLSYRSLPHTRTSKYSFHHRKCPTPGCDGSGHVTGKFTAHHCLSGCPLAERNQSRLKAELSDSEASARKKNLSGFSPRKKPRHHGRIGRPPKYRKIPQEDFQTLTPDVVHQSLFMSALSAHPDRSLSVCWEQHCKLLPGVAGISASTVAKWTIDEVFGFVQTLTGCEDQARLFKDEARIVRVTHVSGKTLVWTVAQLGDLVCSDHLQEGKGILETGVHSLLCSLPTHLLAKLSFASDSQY
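Read-out is AlphaScreen signal from streptavidin donor and nickel chelate acceptor beads (10 ug/mL final each) bridging L3MBTL1 (50 nM) and biotinylated K9-monomethylated H3(1-15) peptide (75 nM), after 30 min compound exposure at room temperature.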
Tau fibril FP: inhibitors of human tau fibril formation; hit rate 0.39% among 280,000; Potency, µM (top dose mostly 57.7 µM), for inactives: at the top dose activity, negative = inhibition, usual class: inhibitors; K18 P301L tau heparin fibrillization, Alexa594 FP, 6 h; P10636; also: nearly all actives have a fitted effect of over 55% in size
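Steps: dispense K18 P301L tau (15 uM plus 0.24 uM Alexa 594 tracer, final) in pH 7 sodium acetate; add compound; add heparin (20 uM final); incubate 6 hr, 37 C; add ThT (30 uM final); after 1 hr ambient, read FP.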
* hit, by the source's call; ? = inconclusive; nt = no result given; [ ] = dose if it differs, or a comment. Unless noted, calls follow the shape of the dose curve; as a rule, active = well fitted curve in the direction sought with a large enough effect; inconclusive = small, poorly fitted or top-dose-only effect, or another doubt; inactive = no such curve, though single readings can be large; an effect the other way counts as inactive or inconclusive. Unless noted, % is scaled to controls: 0 for no effect and ±100 for the full control effect; potency is read from the fitted curve at half-maximal effect.

SMILES | GLA spleen mod | Tau fluor counter | ALDH1A1 block | TexasRed fluor | Tau fibril ThT | TRb SRC2 PPI | L3MBTL1 block | Tau fibril FP
Cc1cc(C)n2c(SCC(=O)N(CC(C)C)c3c(N)n(CC(C)C)c(=O)[nH]c3=O)nnc2n1 | -4% | 1% | ? | -2% | -6% | -6% | -9% | 0%
COc1ccc(N=C2SC(C(N)=O)CC(=O)N2Cc2ccc3c(c2)OCO3)cc1 (centres undefined) | 1% | -15% | -2% | -2% | -8% | -3% | -24% | -5%
CSc1ccc(NC(=O)CC(C)=O)cc1 | 7% | -20% | -4% | 1% | -17% | -5% | nt | -4%
Cc1cc(NC(=O)CSc2c3c(nc4ccccc24)CCC3)no1 | -5% | -13% | 3% | -3% | ? | -1% | -2% | -10%
CCOc1cc(C#N)c(NC(=O)Cn2nnc3ccccc32)cc1OCC | 2% | -5% | ? | -5% | 0% | 0% | 5% | -2%
O=C(Cn1nc(-c2cccc(Cl)c2)ccc1=O)Nc1cccnc1 | -13% | 6% | 2% | -7% | 9% | 3% | 4% | -8%
CC1(C)OC(=O)C(=NNc2ccccc2C(=O)O)C(=O)O1 | 1% | 5% | nt | -3% | 6% | 6% | 13% | -5%
CCNc1ccc(Br)cc(C(=O)/C=C/c2ccc3c(c2)OCO3)c1=O | -6% | ? | 18µM* | -18% | 11µM* | -6% | 20µM* | ?
O=C(OCc1ccccc1Cl)c1ccc(-c2nnn(Cc3ccccc3)n2)cc1 | nt | -27% | nt | ? | -9% | -7% | nt | -4%
N#CCCCCN1CCCC1 | -5% | -13% | 6% | -3% | ? | -10% | 0% | -1%

The last 3 entries of the part above come first, to join the parts:
SMILES | GLA spleen mod | Tau fluor counter | ALDH1A1 block | TexasRed fluor | Tau fibril ThT | TRb SRC2 PPI | L3MBTL1 block | Tau fibril FP
CCNc1ccc(Br)cc(C(=O)/C=C/c2ccc3c(c2)OCO3)c1=O | -6% | ? | 18µM* | -18% | 11µM* | -6% | 20µM* | ?
O=C(OCc1ccccc1Cl)c1ccc(-c2nnn(Cc3ccccc3)n2)cc1 | nt | -27% | nt | ? | -9% | -7% | nt | -4%
N#CCCCCN1CCCC1 | -5% | -13% | 6% | -3% | ? | -10% | 0% | -1%
CS(=O)(=O)NCCCCCCNS(C)(=O)=O | 0% | -10% | -6% | 1% | -7% | 2% | nt | -5%
COc1ccc(OCCC(=O)OCC(=O)Nc2cccc(Br)c2)cc1 | 4% | ? | -5% | -1% | -13% | -7% | 12% | -14%
O=C(COC(=O)Cc1ccc(Br)cc1)NC12CC3CC(CC(C3)C1)C2 | -6% | -21% | ? | -3% | ? | -8% | nt | 0%
Cc1cc(NS(=O)(=O)c2ccc(NC(=O)CSc3nc4ncccc4[nH]3)cc2)nc(C)n1 | -10% | -1% | nt | 1% | 0% | -4% | 13% | -4%
O=C(/C=C/c1cc(Br)ccc1O)c1ccco1 | -3% | -6% | nt | -2% | ? | -8% | -8% | ?
CCOC(=O)c1c(N)sc(C(N)=O)c1C | 0% | 1% | 25µM* | 0% | -8% | -11% | -6% | -3%
Nc1nonc1-n1nnc(C(=O)N/N=C/c2ccc(Br)cc2)c1CSC1=NCCS1 | 1% | ? | ? | -8% | -1% | -12% | -7% | ?
Cc1ccccc1Cn1nc(C)c(NC(=O)c2cc(-c3ccc(F)cc3)on2)c1C | nt | -9% | nt | 1% | -5% | -4% | nt | -7%
Cc1cccc(-n2nc(CC#N)c(C#N)c2N)c1 | 2% | -22% | 3% | -2% | ? | 2% | nt | 2%
CN(CC(=O)N1CC=C(c2ccccc2)CC1)S(=O)(=O)c1cnc[nH]1 | 2% | -16% | -7% | 0% | -8% | 4% | 1% | -14%
CCCS(=O)(=O)c1nc(S(=O)(=O)c2ccc(C)cc2)c(NCC(C)C)s1 | nt | -20% | nt | -1% | -5% | -4% | nt | 5%
Cc1ccc(N2C(=O)C3C(C2=O)N2CCCN2C3c2ccccc2)cc1C (centres undefined) | 5% | -6% | -4% | -2% | -9% | 7% | -2% | -6%
C=CCN1C(=O)/C(=C/c2ccc(OC(C)=O)c(OCC)c2[N+](=O)[O-])SC1=S | 0% | 0% | -3% | 0% | 4% | 4% | 40µM* | 1%
CCCC(=O)OCC(=O)Nc1ccccc1C#N | 3% | -3% | 3% | -5% | -2% | -5% | 16% | 3%
CCc1ccc(-n2c(=O)c3cccnc3n2CC(=O)NCc2ccc(C)cc2)cc1 | nt | -21% | nt | -1% | 3% | -9% | nt | -10%
Cc1cccc(CCNC(=O)CCc2c(C)nc3c(c(C)nn3-c3ccccc3)c2C)c1 | nt | -9% | nt | -2% | ? | -7% | nt | -9%
Cc1cc(C)cc(N(CC(=O)Nc2ccc(C)cc2Cl)S(=O)(=O)c2c(C)[nH]c(=O)[nH]c2=O)c1 | nt | -17% | nt | 2% | -16% | -6% | nt | -5%
COC(=O)CN(c1ccc(OC)cc1OC)S(=O)(=O)c1ccccc1[N+](=O)[O-] | -4% | 12%[2.34 µM] | 19µM* | -1% | 7% | -4% | 3% | -8%[2.34 µM]
COc1ccc(C2CC(=O)c3ccccc3O2)cc1 (centres undefined) | -1% | -16% | 9% | 0% | ? | -3% | 11% | -1%
CCN1/C(=C\c2ccc3ccccc3[n+]2CC)Sc2cc(C)ccc21 | 2% | 9% | -7% | -3% | 16µM* | 1% | -10% | ?
COc1ccc(CC(=O)Nc2ccc(S(=O)(=O)Nc3nccc(C)n3)cc2)cc1 | 4% | -8% | -4% | 2% | -7% | -17% | nt | -3%
CCOc1cc(/C=C/c2ccc3cccc([N+](=O)[O-])c3n2)cc(Cl)c1O | -1% | ? | 4% | ? | ? | -5% | -13% | 7%
O=C(Nc1cccc(-c2nc3cc(Cl)ccc3o2)c1)C1CCCO1 (centres undefined) | 2% | -13% | -9% | 1% | -10% | 6% | nt | -4%
Cn1cccc1-c1cc(C(=O)N2CCc3c([nH]c4ccccc34)C2c2ccccn2)[nH]n1 (centres undefined) | -5% | -24% | 13µM* | -1%[53 µM] | -12% | 3%[53 µM] | -27% | 8%
CCCC/C(C)=N/NC(=O)c1cn(-c2ccccc2)nc1-c1ccccc1 | 4% | -19% | 0.56µM* | 0% | -4% | 5% | -14% | -1%
Cc1ccc(C)c(N2CCN(C(=O)c3cc4cc5ccc(C)cc5nc4s3)CC2)c1 | nt | -1% | nt | 1% | -2% | -5% | nt | -4%
Cc1ccc(-n2nnnc2SCC(=O)N2c3ccccc3NC(=O)C2(C)C)cc1 | 11% | ? | -4% | 2% | -18% | 4% | 1% | -10%
COc1cc(CNc2ccc(NC(C)=O)cc2)ccc1OCc1ccccc1C | 1% | ? | ? | -3% | ? | 0% | -1%[2.29 µM] | ?
COc1ccc2cc(CCNC(=O)c3ccc4c(c3)OCO4)c(=O)[nH]c2c1 | -4% | -9% | ? | 0% | ? | 4% | 6% | 6%
CN=C1SC(CC(=O)Nc2ccccc2F)C(=O)N1C (centres undefined) | -1% | 9% | 1% | -2% | 6% | -1% | -6% | 8%
CCCc1[nH]c(=O)c(C#N)c2c1COC(C)(C)C2 | 9% | -4% | ? | 1% | -6% | -3% | nt | 1%
COc1ccccc1CCC(=O)Nc1nc2ccccc2[nH]1 | -23% | -18% | 0% | -1% | -21% | -2% | nt | -11%
CCOC(=O)CCN1C(=O)[C@H]2[C@H]3[C@H](O)[C@H](O)C/C(=N/OCc4ccccc4)[C@H]3CC[C@@H]2C1=O | -5%[17.5 µM] | ? | 9%[13.5 µM] | 3%[11.2 µM] | ? | -3%[11.2 µM] | nt | 6%[11.6 µM]
COC(=O)C1=C(COc2ccc(C=O)cc2OC)NC(=O)NC1c1cc(C)ccc1C (centres undefined) | -2% | -7% | 6.3µM* | -6% | -6% | -7% | -4% | -14%
CN1CCN(Cc2c(O)ccc3c(-c4ccccc4)cc(=O)oc23)CC1 | 3% | -6% | ? | -1% | -5% | 2% | 4% | -3%
Cc1ccc(C(=O)N/N=C\c2ccc(OC(=O)c3cccs3)cc2)cn1 | 5% | -8% | 4% | 5% | -22% | 5% | 3% | -7%
Nc1c(C(=O)O)nnn1Cc1ccccc1 | 8% | -8% | 6% | -4% | -18% | -4% | nt | 0%
COc1ccc(-c2csc3nc(-c4ccc(F)cc4)oc(=O)c23)cc1 | nt | -3% | nt | -7% | -1% | 5% | nt | -4%
O=C(NCc1ccccc1)C1=C[C@@H](c2csc3ccccc23)C[C@@H](OCc2ccc(CO)cc2)O1 | 5% | -14% | ? | 1% | -2% | -4% | -8% | -3%
O=C(NC1CCN(Cc2ccccc2)CC1)C(NS(=O)(=O)c1cccc2nsnc12)c1ccccc1 (centres undefined) | -1% | -2% | -17% | -1% | 0% | 11% | nt | 1%
COc1ccc(C)cc1NC(=O)CSc1nc(=O)[nH]c2c1CCCC2 | nt | -8% | nt | 1% | -10% | -4% | nt | -6%
COc1cccc(C(=O)Nc2nnc(C3CCCO3)s2)c1 (centres undefined) | -1% | -9% | ? | -2% | -8% | -9% | nt | -5%
Cn1c(SCc2nc3ccccc3[nH]2)nnc1-c1cccnc1 | 0% | -3% | 6% | 0% | -8% | -6% | -9% | 2%
CCOc1ccc(NC(=O)c2ccc(NC(=S)NC3CCCCC3)cc2)cc1 | 9% | ? | -8% | 1% | 0% | 4% | 8% | -15%
CC(C)COc1ccc(-c2nnc(-c3ccco3)o2)cc1 | 4% | -16% | ? | 0% | ? | -4% | nt | 4%
COc1cccc(-n2c(N)c(C(=O)Nc3c(C)n(C)n(-c4ccccc4)c3=O)c3nc4ccccc4nc32)c1 | 10% | -4% | nt | -4% | -14% | 5% | 3% | 1%
O=C(COc1ccc(Cl)cc1)N/N=C/CCc1ccccc1 | 0% | 3% | ? | 0% | 3% | 10% | -14% | -3%
COc1ccc(C)cc1NC(=O)CSc1nc(=O)n(Cc2ccco2)c2c1CCC2 | nt | -3% | nt | 0% | ? | -4% | nt | -14%
CCC(=O)N1CCCc2cc(S(=O)(=O)Nc3ccc(C)c(C)c3)ccc21 | nt | -12% | nt | -1% | 1% | -2% | nt | -5%

Compounds as they come; about 8.5% have a hit in one of these screens.
